Compound activity (PubChem BioAssay)
IP6K1 inh: IP6K1 kinase inhibition | Q92551 | IP6K1 kinase, ADP-Glo luminescence, 2 h; stronger effect = lower value | activity change, % (series mostly up to about 58 µM) | 140,000 tested, 0.81% active; in the data active = activity change below about -25%
Target sequence (Q92551 whole entry, looked up): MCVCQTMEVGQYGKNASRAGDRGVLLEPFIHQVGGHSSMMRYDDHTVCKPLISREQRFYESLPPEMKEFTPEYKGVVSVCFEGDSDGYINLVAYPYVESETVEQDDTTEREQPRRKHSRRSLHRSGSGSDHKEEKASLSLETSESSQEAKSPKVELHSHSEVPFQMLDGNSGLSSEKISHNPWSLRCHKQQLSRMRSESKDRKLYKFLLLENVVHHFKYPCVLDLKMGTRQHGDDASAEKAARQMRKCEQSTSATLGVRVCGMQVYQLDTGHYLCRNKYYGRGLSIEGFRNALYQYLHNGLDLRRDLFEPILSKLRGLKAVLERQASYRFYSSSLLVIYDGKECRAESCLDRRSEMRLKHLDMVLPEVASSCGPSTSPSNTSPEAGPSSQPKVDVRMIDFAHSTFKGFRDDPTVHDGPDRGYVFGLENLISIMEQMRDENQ
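ADP-Glo luminescence measures ADP made by human IP6K1 during a 2 h RT reaction with ATP/IP6 (mix at 1.3 mM/130 uM); top library doses 57.5 and 19.1 uM final.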
HEK293 tox: cytotoxic compounds in HEK 293 cells; HEK 293 viability, ATP luminescence (CellTiter-Glo), 48-72 h; Potency, µM (top dose mostly 115 µM), without a hit: at the highest dose activity change, negative = cytotoxicity, usual class: inhibitors; 94,000 tested, 6.6% active; AID 1345083; also: potency is read from the fitted curve at half-maximal effect; nearly all actives have a fitted effect of over 60% in size
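qHTS cytotoxicity; HEK 293, 250 cells/well; compound pinned; 48 or 72 hr, 37 degree Celsius, 5% CO2, 95% humidity; CellTiter-Glo, 10 min RT; luminescence (ATP).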
Luciferase inh: inhibitors of firefly (Photinus pyralis) luciferase; P08659; purified P. pyralis luciferase, luminescence, biochemical; Potency, µM (top dose mostly 115 µM), for the others: at the highest dose activity change, negative = inhibition, hits mostly inhibitors; 76,000 tested, 2.5% active; AID 1347043; also: potency is read from the fitted curve at half-maximal effect; nearly all actives have a fitted effect of over 65% in size
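Purified 10nM P. pyralis luciferase with 10uM D-luciferin and 10uM ATP in 50mM Tris acetate pH 7.5, 10mM Mg acetate, 0.01% Tween-20, 0.05% BSA. qHTS titration; luminescence read by CCD imager.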
SNCA expr inhib: inhibitors of alpha-synuclein (SNCA) gene expression. HEK-293 SNCA-luciferase knock-in, luminescence, 24 h. Potency, µM (series often up to 57.2 µM), for inactives: top-dose activity change, negative = inhibition, hits mostly inhibitors. 140,000 tested, 0.17% active;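 also: potency is read from the fitted curve at half-maximal effect; plate controls were DMSO cells for no effect and cell-free wells for full effect; nearly all actives have a fitted effect of over 45% in size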
GPT2 inhibitor: blocks human glutamate pyruvate transaminase 2 | Q8TD30 | Recombinant GPT2, coupled pyruvate oxidase/HRP Amplex Red fluorescence | Potency, µM (highest dose often 57.7 µM), without a hit: top-dose activity change, negative = inhibition, hits mostly inhibitors | 100,000 tested, 0.25% active; also: potency is read from the fitted curve at half-maximal effect; nearly all actives have a fitted effect of over 60% in size; many of its hits are not listed in these tables
Target sequence (Q8TD30 whole entry, looked up): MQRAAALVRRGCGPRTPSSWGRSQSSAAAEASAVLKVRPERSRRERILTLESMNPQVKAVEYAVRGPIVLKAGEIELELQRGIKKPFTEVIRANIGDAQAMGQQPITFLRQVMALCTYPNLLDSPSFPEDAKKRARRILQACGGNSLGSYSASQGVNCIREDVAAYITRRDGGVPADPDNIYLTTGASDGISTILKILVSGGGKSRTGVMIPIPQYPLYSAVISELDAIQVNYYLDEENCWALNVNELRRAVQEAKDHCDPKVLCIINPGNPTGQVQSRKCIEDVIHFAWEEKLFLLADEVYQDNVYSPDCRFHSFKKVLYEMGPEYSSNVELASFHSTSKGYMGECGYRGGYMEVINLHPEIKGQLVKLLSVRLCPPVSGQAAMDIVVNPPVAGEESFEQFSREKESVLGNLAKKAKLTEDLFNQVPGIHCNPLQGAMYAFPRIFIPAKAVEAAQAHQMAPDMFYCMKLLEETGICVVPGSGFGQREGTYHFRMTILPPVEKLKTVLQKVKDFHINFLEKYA
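Fluorescence read-out: pyruvate from GPT2 turnover coupled to pyruvate oxidase, HRP and Amplex Red (0.2mM ThPP, 0.2U/mL PO and HRP, 50uM Amplex final). Substrates 250uM a-KG, 2mM L-alanine; enzyme 10ng/uL; 30 min RT.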
HEK293 viab: reduces viability of HEK-293 SNCA reporter cells; HEK-293-SNCA-luc viability, GF-AFC fluorescence, 24 h; Potency, µM (series often up to 57.1 µM), for inactives: at the highest dose activity change, negative = cytotoxicity, actives largely listed as cytotoxic; 150,000 tested, 0.12% active; AID 1671193;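 also: potency is read from the fitted curve at half-maximal effect; 0% = DMSO-treated cells and -100% = medium-only wells without cells; nearly all actives have a fitted effect of over 30% in size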
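HEK-293-SNCA-luc cells (1500/well) plated 24 h, then exposed 24 h to a dilution series; GF-AFC added 30 min at 37C, fluorescence 405/540 nm; normalised to medium-only and DMSO wells, Hill fit.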
3T3 cytotox: cytotoxic compounds in NIH 3T3 cells; NIH 3T3 viability, CellTiter-Glo ATP luminescence, 48-72 h; Potency, µM (doses to about 96.7 µM), for inactives: at the highest dose activity change, negative = cytotoxicity, actives largely listed as inhibitors; 94,000 tested, 4.3% active; AID 1345082; also: potency is read from the fitted curve at half-maximal effect; nearly all actives have a fitted effect of over 55% in size
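Mouse fibroblast NIH 3T3 cells, 400 per well, received compound via pintool and were incubated for 48 or 72 hr prior to CellTiter-Glo ATP luminescence measurement.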
The depositor's hits bear a star; i = inactive; ? = inconclusive; nt = no result given; [ ] = remark or other dose. Unless noted, calls follow the shape of the dose curve; as a rule, active = well fitted curve in the direction sought with a large enough effect; inconclusive = small, poorly fitted or top-dose-only effect, or another doubt; inactive = no such curve, though single readings can be large; an effect the other way counts as inactive or inconclusive. Unless noted, % is scaled to controls: 0 for no effect and ±100 for the full control effect. Not all compounds are listed (hit frequency here may not be typical).

SMILES	IP6K1 inh	HEK293 tox	Luciferase inh	SNCA expr inhib	GPT2 inhibitor	HEK293 viab	3T3 cytotox
CCOc1ccc(C2Cn3nnc(-c4nc(-c5ccccc5F)no4)c3CO2)cc1 (stereo unspecified)	-14.1	-28.7%	?	70.0%[activator]	?	9.8%	-9.1%
CN(C)Cc1cc(-c2nccn2CC2(CO)CCCC2)ccc1O	-4.7	-9.7%	4.1%	-6.6%	i	-1.6%	?
COc1ccc(-c2nc3ccc(C(=O)NCc4ccc(C)cc4)cc3nc2-c2ccc(OC)cc2)cc1	35.8	nt	nt	16.6%	nt	3.9%	nt
OCC1=CC[C@@H]2C=CO[C@@H](O[C@@H]3O[C@H](CO)[C@@H](O)[C@H](O)[C@H]3O)[C@H]12	-1.7	nt	nt	nt	i	-7.2%	nt
O=C(Nc1nnc2n1CCS2)c1cc(C(F)(F)F)cc(C(F)(F)F)c1	0.8	nt	nt	-17.5%	nt	-6.7%	nt
CC(C)CNC(=O)C1COC2(CCCCC2)N1C(=O)c1cccc([N+](=O)[O-])c1 (stereo unspecified)	-12.7	-15.3%	2.2%	-15.3%	i	-0.1%	-27.9%
COc1ccc(CNC(=O)C2CN(C3CCCCC3)C(=O)N2)cc1 (stereo unspecified)	-7.4	5.0%[172 µM]	nt	16.5%[87.6 µM]	4.1%[88.5 µM]	-12.2%[12.5 µM]	-7.2%[138 µM]
CCOC(=O)C(C)Sc1nc(-c2ccccc2)ccc1C#N (stereo unspecified)	-0.2	nt	nt	45.8%[activator]	nt	-9.5%	nt
Cc1ccc(CNC(=O)c2noc(-c3ccc(F)cc3)n2)cc1	-5.8	?	-28.3%	-3.0%	i	-8.1%	?
CCOc1ccc(CCNC(=O)CCc2cn(Cc3ccccc3F)c3ccccc23)cc1OCC	28.6	nt	nt	22.2%	nt	-19.3%	nt
Cc1c(NC(=O)c2ccc(OC(C)C)cc2)cccc1-c1nc2ncccc2o1	-12.3	nt	nt	-8.4%	nt	3.7%	nt
CC1(C)[C@H](Cc2cc(-c3ccccc3)on2)C[C@@H]1NCC1CC1	11.0	100µM*	-15.3%[172 µM]	27.4%[87.6 µM]	i	-10.6%[87.6 µM]	?
CCn1ccc2cc(S(=O)(=O)N3CCC(C(=O)NCCOC)CC3)ccc21	-3.0	nt	nt	-11.8%	nt	16.0%	nt
Cc1nn2c(C)c(C(=O)NCC(C)c3ccccc3)cnc2c1-c1ccccc1 (stereo unspecified)	10.0	nt	nt	16.6%	nt	2.7%	nt
COc1ccc2c(CNC3CCC(C)CC3)c(C(=O)O)n(Cc3ccccc3)c2c1 (stereo unspecified)	17.0	nt	nt	30.3%[activator]	nt	-2.5%	nt
COc1cccc(NCc2nnc(C(=O)N3CCC[C@@H]3c3cccc(F)c3)n2-c2ccccc2)c1	3.8	?	1.2%	-9.8%	-6.2%	-4.3%	-16.3%
CN(Cc1ccccc1)Cc1cn([C@H]2CO[C@H]3[C@@H]2OC[C@@H]3NC(=O)c2ccc(N(C)C)cc2)nn1	-1.9	-28.7%	-8.0%	26.0%	-5.0%	-9.1%	-20.2%
Cc1cnc(C(=O)N2C[C@@H](COCC3CC3)[C@H](c3ccccn3)C2)cn1	0.2	i	2.9%	14.9%	-4.6%	-5.9%	2.0%
CNC(=O)c1cc(C)cc2onc(C3CCCN3C(=O)Cc3ccccc3)c12 (stereo unspecified)	-10.6	1.5%	nt	nt	nt	nt	-17.7%
O=S(=O)(N[C@H]1CO[C@H]2[C@@H]1OC[C@@H]2n1cc(-c2ccccn2)nn1)c1cccs1	-11.1	?	-4.2%[172 µM]	-12.0%[87.6 µM]	i	-9.9%[87.6 µM]	?
O=C(Nc1cc(C2CC2)nn1-c1ccccc1)c1cccc(Br)c1	1.3	?	nt	-6.7%	1.0%	4.5%	?
CC1(c2ccccc2)N(Cc2ccc(O)cc2)C(=O)OC12CCN(Cc1c[nH]c3ccccc13)CC2 (stereo unspecified)	-13.0	?	-10.5%	-5.2%	-17.2%	-22.3%	10µM*
CC(=O)Nc1ccc(NS(=O)(=O)c2c(C(=O)N3CCCCCC3)c(C)n(C)c2C)cc1	-8.2	nt	nt	41.2%[activator]	nt	-12.8%	nt
CC[C@H](C)NC(=O)CCCc1nnc2n(CCC(C)C)c(=O)c3sccc3n12	11.2	nt	nt	18.3%	nt	-25.8%	nt
CCN(CC)CCNC(=O)c1ccc2c(c1)n(Cc1cccc(F)c1)c(=O)c1ccnn12	1.0	31.6µM*	13.6%	?	i	-4.2%	31.6µM*
Next section:
SMILES	IP6K1 inh	HEK293 tox	Luciferase inh	SNCA expr inhib	GPT2 inhibitor	HEK293 viab	3T3 cytotox
O=C(c1cc(F)cc(F)c1)N1C[C@@H](CO)[C@H](c2ccccn2)C1	0.0	-7.7%	2.6%	0.3%	i	-5.2%	-0.8%
COc1ccc(S(=O)(=O)N2C[C@@H]3C[C@H](C2)c2ccc(NC(=O)c4ccncc4)c(=O)n2C3)cc1	-21.8	?	-8.7%	-9.6%	0.3%	5.2%	-6.5%
CC1(C)SCCN(S(=O)(=O)c2ccc(Oc3ccncc3)cc2)[C@H]1C(=O)NO	3.3	nt	nt	nt	i	-9.9%	nt
CCOc1ccc(NC(=O)c2cc(S(=O)(=O)N3CCc4ccccc43)ccc2F)cc1	2.4	nt	nt	-4.8%	nt	-5.5%	nt
CCN(CC)CCNCc1ccc(-c2ccccc2)o1	-5.5	-1.8%	0.2%	-23.7%	i	3.3%	-3.9%
Cc1ccc([S+](=O)([O-])N2CCC(C(=O)N3CCC(N4Cc5cccn5C4=O)CC3)CC2)cc1	14.2	?	nt	-6.8%	1.8%	9.1%	?
COCCn1c(=O)[nH]c2cccnc21	0.0	-1.2%[230 µM]	-7.4%[230 µM]	-4.2%[87.6 µM]	4.3%[88.5 µM]	3.3%[87.6 µM]	-16.6%[174 µM]
Cc1noc(C)c1CC(=O)N1CC2CC(C1)[C@H]1CCCC(=O)N1C2 (stereo partly specified)	38.4	10.5%	7.3%	11.8%	i	7.1%	i
Cc1cccc(-n2ncc(C(=O)NCc3ccco3)c2C2CCN(C(=O)OC(C)(C)C)CC2)c1	-1.0	nt	nt	-20.9%	nt	-6.8%	nt
CCCN1C(=O)C(Cc2nc3ccccc3c(=O)n2-c2cccc(C)c2)c2ccccc21 (stereo unspecified)	-9.3	nt	nt	22.9%	nt	?	nt
CCc1nc2c(c(-c3ccc(Cl)cc3)n1)CCN(Cc1ccc(F)cc1)CC2	-5.0	?	-7.3%	-20.5%	-14.9%	?	?
CC(=O)C(C)=O	nt	nt	nt	4.4%	i	0.4%	nt
O=C(c1cc(COc2ccc3c(c2)OCO3)[nH]n1)N1CCCC1c1ccccn1 (stereo unspecified)	13.5	0.2%	0.0%	0.6%	-20.8%	-7.7%	-18.7%
CCN1CCN(CCNC(=O)C2CCCCC(=O)N2Cc2ccccc2)CC1 (stereo unspecified)	-1.5	17.2%	14.0%	1.0%	3.5%	1.2%	-12.1%
CCOc1ccc(CCNC(=O)c2cnc3sc(N4CCCC4)nn3c2=O)cc1	14.2	nt	nt	-2.4%	nt	-1.9%	nt
Cc1cccc(N2CCN(C(=O)C3CCN(S(=O)(=O)c4c(C)noc4/C=C/c4ccccc4F)CC3)CC2C)c1 (stereo unspecified)	29.9	nt	nt	20.8%	nt	0.6%	nt
COc1cccc(CNC(=O)c2cc(-c3ccncc3)cn2C)c1	-6.4	?	3.9%	-25.1%	1.0%	-6.4%	?
Cc1nc2ccccc2n1CCC(=O)N1CCc2[nH]cnc2C1C(=O)O (stereo unspecified)	21.0	-5.6%	11.7%	9.3%	-2.3%[11.5 µM]	10.8%	-7.1%
COc1ccc(OC)c(C(=O)CC2(O)C(=O)N(Cc3ccccc3C)c3ccccc32)c1 (stereo unspecified)	13.0	nt	nt	?	nt	1.8%	nt
Cc1ccccc1CNC(=O)CN(c1cccc(C)c1C)S(C)(=O)=O	-22.3	nt	nt	-20.6%	nt	-3.7%	nt
O=C(NCc1cc2n(n1)CCNC2)C1CCCN(c2ccccn2)C1 (stereo unspecified)	5.3	2.0%	-3.1%	?	i	0.6%	-2.0%
COc1ccc(-c2c(C(=O)NC3CCCCCC3)nc3sccn23)cc1	4.8	44.7µM*	nt	-27.9%	1.0%	-28.0%	-22.3%
Cc1cc(C)n(-c2nc3cc(Cl)ccc3nc2N2CCN(c3ccccc3F)CC2)n1	9.8	nt	nt	23.1%	nt	-6.2%	nt
Cc1cccc(C(=O)N2CCC3(CC2)OCC(C(=O)NCC2CCCO2)N3C(=O)c2ccccc2)c1 (stereo unspecified)	0.1	-1.7%	-3.0%	-6.5%	i	-3.4%	-9.7%
CCOCCNc1nc(N)nc2c1CCN(C(=O)C1(N)CCC1)CC2	-0.3	4.7%	-0.9%	-17.4%	3.6%	-2.8%	i

Look-ups from the entries so far.
`CC1(C)SCCN(S(=O)(=O)c2ccc(Oc3ccncc3)cc2)[C@H]1C(=O)NO` | HEK293 viab = -9.9%
`COc1cccc(CNC(=O)c2cc(-c3ccncc3)cn2C)c1` | HEK293 viab = -6.4%
`Cc1ccc([S+](=O)([O-])N2CCC(C(=O)N3CCC(N4Cc5cccn5C4=O)CC3)CC2)cc1` | SNCA expr inhib = -6.8%

Going on with the list.
SMILES	IP6K1 inh	HEK293 tox	Luciferase inh	SNCA expr inhib	GPT2 inhibitor	HEK293 viab	3T3 cytotox
Cc1ccc2c(n1)N(C)[C@H](CO)CCN(Cc1ccc(F)cc1)C2	-2.7	-18.3%[172 µM]	-1.0%[172 µM]	8.5%[87.6 µM]	-27.1%[88.5 µM]	-6.1%[87.6 µM]	-12.9%[174 µM]
CN1C(=O)CS(=O)(=O)C12CCN(C(=O)COc1ccccc1)CC2	1.4	2.5%	-8.0%	-5.4%	i	4.6%	-1.6%
Cc1ccc(-c2noc(C3CCN(C(=O)CC(C)C)CC3)n2)nn1	-2.4	i	-2.8%	-16.8%	0.6%	8.1%	2.7%
Cc1ccc(S(=O)(=O)NC[C@H]2O[C@@H](CC(=O)NCc3ccc(F)cc3)[C@H](O)[C@@H]2O)cc1	-3.1	i	3.3%	-9.1%	-7.0%	2.1%	i
CCOc1ccccc1NC(=O)Cn1c(=O)oc2ccccc21	-8.4	nt	nt	13.6%	nt	-0.1%	nt
COC(=O)C(=O)N1CC[C@H]2NC(=O)N(c3cccc(OC)c3)C(=O)[C@H]21	7.9	-8.0%[172 µM]	2.1%[172 µM]	-24.1%[87.6 µM]	2.4%[88.5 µM]	1.5%[87.6 µM]	4.3%[174 µM]
Cc1ccc(C(C)C)c(OCC(=O)Nc2cc(-c3nc4ccccc4[nH]3)ccc2C)c1	-6.7	nt	nt	36.4%	nt	?	nt
CC(C)CC(=O)Nc1nnc(S(=O)(=O)N2CCc3ccccc32)s1	18.5	nt	nt	-23.8%	nt	-9.4%	nt
